Assay outcomes deposited in PubChem BioAssay by several laboratories.
AID2073: disruptors of CaV2.2 binding to Mint1 – biochemical, HTRF (AID 2073) | inhibition, % at 20 µM; hits with a dose series show IC50 in µM | 290,000 tested, 0.19% active | HTRF protein-protein interaction, Mint1-CaV2.2; higher % means a stronger effect; in the data active means inhibition mostly above about 51%, no sharp cut-off; further: some results filed as inactive read as strong as hits
NOD2 inhibition: NOD2 signaling inhibitors, cell-based, luminescence, uHTS, HEK293 (AID 1566); HEK293 NOD2/NF-kB luciferase reporter, luminescence; higher % means a stronger effect; inhibition, % at 4 µM, or EC50 in µM where a hit was titrated; 290,000 tested, 0.63% active; further: many of its hits are not listed in these tables
CSM14.1 death rescue: protection against thapsigargin-triggered cell killing – 384-well, CSM14.1, ATP luminescence, primary screen (AID 1222); CSM14.1 thapsigargin-induced death rescue, ATP luminescence; higher % means a stronger effect; 190,000 tested, under 10 active; cellular ATP content (survival), % at 20 µM, or EC50 in µM where a hit was titrated;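 active means EC50 below 50 µM in the dose-response confirmation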;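 further: death triggered by thapsigargin at about 15 µM added after 2 h compound pretreatment; cell ATP read after overnight thapsigargin exposure of roughly 18 to 22 hours; normalized against plate controls of thapsigargin alone and 5% DMSO vehicle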
LYP inhibition: PTPN22 lymphoid phosphatase activity blockers – biochemical, fluorescence intensity, uHTS (AID 1779) | recombinant LYP phosphatase, fluorescence intensity; higher % means a stronger effect | inhibition, % at 11.5 µM; hits with a dose series show IC50 in µM | 290,000 tested, 0.054% active;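 further: plate controls were vehicle with enzyme for no effect and no enzyme for full effect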
M1AAP inhibition: P. falciparum M1AAP inhibitors, biochemical, fluorogenic H-Leu-NHMec substrate, 1536-well (AID 1445); inhibition, % at 30 µM; hits with a dose series show IC50 in µM; 220,000 tested, 0.42% active; recombinant M1AAP, H-Leu-NHMec fluorogenic kinetic assay; higher % means a stronger effect;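 active means primary inhibition above the hit cutoff, then over 50% inhibition at one or more dose response concentrations, cut at about 23% in these data, passing the limit was not always enough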;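 further: plate controls were DMSO full reaction for no effect and no enzyme background for full effect; strong numbers were not always called active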
P. falciparum M17LAP: P. falciparum M17LAP inhibitors, primary screen, biochemical, fluorogenic H-Leu-NHMec substrate, 1536-well (AID 1619); recombinant M17LAP, H-Leu-NHMec fluorogenic kinetic assay; higher % means a stronger effect; 220,000 tested, 0.38% active; one-dose inhibition, % at 30 µM; IC50 in µM for titrated hits;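 active means compound inhibiting the enzyme by more than half at any dose during confirmatory dose-response retesting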;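 further: plate controls were full reaction with DMSO carrier for no effect and no enzyme background for full effect; strong numbers were not always called active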
Siah-1 displacement: Siah-1 peptide-binding antagonists, primary screen, biochemical, fluorescence polarization, rhodamine-plectin, uHTS (AID 1817) | Siah-1 / rhodamine-plectin peptide fluorescence polarization; higher % means a stronger effect | displacement, % at 20 µM, or IC50 in µM where a hit was titrated | 290,000 tested, 0.02% active;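 active means displacement of at least 50% at 20 µM, with a fluorescence ratio check between 0.3 and a set limit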;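 further: plate controls were Siah plus tracer with DMSO for no effect and tracer alone without Siah for full effect; strong numbers were not always called active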
Hep lipid drop: hepatic lipid droplet formation modulation; AML12 mouse hepatocytes, oleate lipid droplets, BODIPY imaging; inhibition, % at 6.5 µM; 240,000 tested, 0.4% active; AID 1656;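 active means lipid droplet intensity inhibited by at least 50%, with more than 500 cells counted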
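Assay system: AML12 hepatocytes (mouse); Probe or stimulus: oleic acid at 100 µM to induce lipid droplet formation; Dosing: compound at 6.5 µM only; Schedule: compound with oleate, overnight; Detection: fluorescence imaging, 20x objective, two fields per well; Measure: % inhibition of lipid droplet signal.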
XIAP displacement: small molecules displacing peptide from XIAP – biochemical, IAP family, fluorescence polarization (AID 1018) | XIAP BIR domain, fluorescence polarization peptide displacement; higher % means a stronger effect | displacement, % at 20 µM; hits with a dose series show IC50 in µM | 200,000 tested, 0.007% active; in the data active means displacement above about 50%; further: a part of the inactive calls stands beside numbers as strong as those of hits
Hep lipid drop cells 6.5 µM: further read-out of Hep lipid drop, marked with its call; cell count; measured here: cell count, cytotoxicity flag;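 cells counted across two imaged fields per well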
* = called active by the depositor; . = not tested or not shown. Unless noted, no stated cut-off is given here; in the data, active means inhibition above about 50%; inactive means the rest. This is a subset, so the mix of outcomes need not match the whole.

SMILES	AID2073	NOD2 inhibition	CSM14.1 death rescue	LYP inhibition	M1AAP inhibition	P. falciparum M17LAP	Siah-1 displacement	Hep lipid drop	Hep lipid drop cells 6.5 µM	XIAP displacement
C/C(=N\Nc1cc(N2CCOCC2)ncn1)c1ccc(O)cc1	1%	14%	.	-6%	.	.	10%	-1	649	.
Cc1cccc(OCC(=O)N(Cc2cccs2)C2CCS(=O)(=O)C2)c1 (stereo unspecified)	29%	17%	-0.3%	-10%	3%	-1%	-3%	.	.	-5.3%
COc1ccc(NC(=O)CCc2nc(-c3ccccc3F)no2)cc1	3%	9%	-2.8%	-9%	-3%	7%	2%	16	696	-7.5%
CCCCSc1nc2ccccc2n1CC(=O)O	6%	-6%	-3.4%	-3%	-2%	0%	22%	3	731	-0.7%
CCOC(=O)C1CCN(C(=S)Nc2ccccc2)CC1	-12%	6%	2.3%	4%	-6%	-15%	2%	1	719	-12%
CCOC(=O)c1cc2cc(OCc3ccccc3)ccc2nc1C	-1%	1%	.	-5%	.	.	4%	-45	770	.
Cc1cc(OCCCn2ccnc2)ccc1[N+](=O)[O-]	3%	6%	.	-4%	.	.	1%	1	789	.
O=C(CCc1nnc(CCc2c[nH]c3ccccc23)o1)NC1CCC1	-21%	-66%	.	-4%	8%	4%	-1%	2	768	.
Cc1ccsc1C1C(C#N)=C(N)OC2=C1C(=O)CCC2 (stereo unspecified)	-11%	12%	0.9%	-9%	1%	9%	-10%	0	713	-5.1%
CCn1c(SCC(=O)N2CCN(c3cccc(Cl)c3)CC2)nc2ccccc2c1=O	5%	-10%	1.9%	4%	2%	5%	-4%	-26	653	-1.9%
O=C(O)COCC(=O)N1CCc2c([nH]c3ccccc23)C1C(F)(F)F (stereo unspecified)	11%	11%	.	-8%	.	.	-10%	.	.	.
CN(CCOC(=O)/C=C/c1ccccc1)C(C)(C)C	1%	17%	-3.2%	-6%	2%	5%	-3%	0	648	-5.4%
CC(=O)Nc1ccc(S(=O)(=O)N2CCSC2c2ccccc2)cc1 (stereo unspecified)	7%	-3%	-1.6%	-2%	2%	-15%	1%	-26	676	-4.6%
Cc1ccc(C)c(C(=O)CSc2n[nH]c(C(C)C)n2)c1	-10%	-1%	2.9%	-5%	2%	4%	4%	.	.	-1.9%
Cc1cccc(-n2c3nc(=O)[nH]c(=O)c-3cc3cc([N+](=O)[O-])ccc32)c1	-33%	4%	0.8%	5%	4%	28%	-4%	1	635	-7.1%
O=C(COc1ncnc2sccc12)Nc1cccc(S(=O)(=O)N2CCCC2)c1	28%	2%	.	-5%	3%	8%	-2%	0	728	.
N#Cc1cnn2c(-c3ccc(Cl)cc3Cl)ccnc12	30%	-8%	-1.3%	-7%	-4%	-4%	1%	-18	712	-14%
COCCCn1c(C)nnc1SCC(=O)Nc1cccc(C)c1	-1%	4%	.	-12%	.	.	-3%	-2	812	.
O=C1CCc2cc(S(=O)(=O)NCCCC(=O)N3CCN(Cc4ccc5c(c4)OCO5)CC3)ccc2N1	6%	-11%	-1.4%	0%	0%	-4%	2%	6	683	-3.1%
c1ccc(-c2cc(CSc3nc4ccccc4[nH]3)on2)cc1	-3%	27%	2.7%	-3%	13%	5%	2%	9	749	-2.0%
COc1ccc(CN(CC(=O)NCC2CCCO2)C(=O)CCC(=O)Nc2cc(C)on2)cc1 (stereo unspecified)	-3%	5%	19%	-9%	1%	-3%	9%	-5	670	-2.3%
CNC(=O)CSc1nnc(-c2ccco2)n1-c1cc(C)ccc1C	6%	10%	.	-11%	.	.	-3%	-15	833	.
CCCCc1nc2cc(C(=O)NC3CCOC(C)(C)C3)ccc2o1 (stereo unspecified)	-12%	8%	.	-3%	.	.	1%	-4	684	.
CCOc1cc(C(=S)N2CCN(C)CC2)ccc1OCC(=O)N1CCCC1	4%	8%	.	-7%	.	.	14%	4	715	.
COc1ccc(CN2C(=NC(=O)c3ccccc3)SC3CS(=O)(=O)CC32)cc1OC (stereo unspecified)	17%	3%	.	2%	.	.	1%	-1	726	.

Overlap with the part before: 2 compounds, then new ones.
SMILES	AID2073	NOD2 inhibition	CSM14.1 death rescue	LYP inhibition	M1AAP inhibition	P. falciparum M17LAP	Siah-1 displacement	Hep lipid drop	Hep lipid drop cells 6.5 µM	XIAP displacement
CCOc1cc(C(=S)N2CCN(C)CC2)ccc1OCC(=O)N1CCCC1	4%	8%	.	-7%	.	.	14%	4	715	.
COc1ccc(CN2C(=NC(=O)c3ccccc3)SC3CS(=O)(=O)CC32)cc1OC (stereo unspecified)	17%	3%	.	2%	.	.	1%	-1	726	.
O=c1cc(-c2ccccc2)nc(N2CCN(Cc3ccc4c(c3)OCO4)CC2)[nH]1	13%	-5%	0.2%	7%	8%	1%	2%	6	734	-2.8%
Cc1ccc2cc(C#N)c(NCCNC(=S)NCCCN(C)C)nc2c1C	-1%	10%	-2.5%	-10%	4%	-10%	-4%	-35	690	-8.3%
CC1=CC2=NC(=O)CC(C)(C(=O)N(CC(=O)NC3CCCC3)Cc3ccccc3)N2C=C1 (stereo unspecified)	17%	29%	.	-14%	.	.	6%	-2	810	.
N/C(=N\OC(=O)CCCOc1ccccc1)c1ccccn1	-4%	-16%	0.5%	-6%	-3%	-5%	4%	-6	691	-3.6%
COc1ccc(NC(=O)C(c2cc3c(cc2[N+](=O)[O-])OCO3)N(C)c2ccccc2)cc1 (stereo unspecified)	-7%	-2%	-2.9%	-4%	3%	-14%	-7%	-6	511	-9.7%
O=C(NCCc1ccc(Cl)cc1)c1ncn[nH]1	-5%	2%	-0.9%	-12%	-3%	15%	-3%	.	.	-4.4%
O=C(CCCSc1nc2ccccc2c(=O)[nH]1)c1ccc(F)cc1	29%	10%	1.5%	-8%	11%	18%	0%	-2	663	-4.0%
O=C(CN1C(=O)c2cccnc2Oc2ccc(Cl)cc21)N1CCCC1	-8%	6%	.	-7%	.	.	7%	-5	731	.
COc1ccc(Cn2c(-c3ccc(Cl)cc3)c[n+]3ccccc23)cc1	-1%	-46%	-3.1%	-2%	-8%	1%	-1%	-10	651	-2.6%
CCN(CC)CCNC(=O)NC(=O)c1ccc(Cl)cc1	4%	-9%	-0.2%	0%	0%	-10%	2%	-3	731	-5.4%
CCOc1ccccc1NC(=O)CCc1nnc2ccc(NCc3ccco3)nn12	12%	7%	.	-2%	.	.	0%	-1	714	.
O=C(Cn1cc2c(n1)CCCCC2)Nc1c(F)cc(F)cc1Br	5%	20%	.	-8%	2%	11%	6%	24	669	.
CCCCCc1nnc(NS(C)(=O)=O)s1	-3%	10%	-1.6%	-9%	10%	4%	-4%	48	699	-3.6%
Clc1ccc(-n2cccc2)cn1	14%	11%	.	-1%	0%	-3%	2%	-3	677	-14%
COc1ccc(OC)c(NS(=O)(=O)c2ccc(NC(=O)C3COc4ccccc4O3)cc2)c1 (stereo unspecified)	-4%	-8%	-3.1%	3%	0%	0%	-3%	-9	793	-1.3%
COCCn1c(=O)[nH]c2cc(C(=O)NCCCN3CCN(c4ccc(F)cc4)CC3)ccc2c1=O	4%	7%	4.4%	-10%	2%	-10%	2%	.	.	-5.4%
O=C(CN1C(=O)C2CC=CCC2C1=O)Nc1nnc(SCc2ccc(Cl)cc2)s1 (stereo unspecified)	8%	20%	-2.6%	0%	-11%	20%	-2%	.	.	-2.1%
O=C1/C(=C\c2ccco2)SC(=S)N1C1CCCCC1	0%	6%	.	-4%	.	.	-2%	0	782	.
CCS(=O)(=O)NCCc1csc(-c2cccnc2)n1	-7%	2%	.	5%	-3%	6%	-3%	-17	515	-13%
Cc1nnc(SCc2ccc(C(=O)c3ccc(Cl)cc3)o2)n1-c1ccccc1	-19%	-9%	-1.2%	5%	0%	-7%	-3%	-29	711	-4.3%
COc1ccc2c(=O)c3c(=O)n(Cc4ccco4)c(-c4cc(OC)c(OC)c(OC)c4)nc3oc2c1	28%	2%	0.1%	10%	2%	7%	4%	-2	682	-12%
CCOC(=O)c1ccc(NC2=CC(=O)CC(c3ccco3)C2)cc1 (stereo unspecified)	2%	10%	2.8%	-5%	3%	2%	7%	-2	726	8.5%
Cc1ccc(NC(=O)C(C)SCc2nc3sc4c(c3c(=O)[nH]2)CCCC4)nc1 (stereo unspecified)	2%	-11%	.	-7%	.	.	8%	1	859	.
O=C(COc1nc2ccccc2nc1N1CCOCC1)NCC(F)(F)F	11%	10%	-1.2%	6%	7%	5%	0%	12	661	-26%
Cc1ccccc1NC(=S)N/N=C1\CC(C)(C)Oc2ccc(O)cc21	1%	6%	0.0%	4%	16%	2%	-2%	14	723	1.5%
Continued:
SMILES	AID2073	NOD2 inhibition	CSM14.1 death rescue	LYP inhibition	M1AAP inhibition	P. falciparum M17LAP	Siah-1 displacement	Hep lipid drop	Hep lipid drop cells 6.5 µM	XIAP displacement
O=C(/C=C/c1ccccc1[N+](=O)[O-])NCc1ccc(Cl)cc1	-4%	12%	-1.2%	-3%	1%	12%	0%	-7	671	-2.9%
Cc1cc(C)nc(N/N=C/c2ccccc2Cl)n1	9%	-81%	.	-11%	-6%	14%	0%	0	675	.
COC(=O)c1cc(S(=O)(=O)NCC2CCN(CCc3ccc(OC)cc3)CC2)c[nH]1	14%	-10%	.	-8%	.	.	1%	21	789	.
Cc1ccc(S(=O)(=O)NCCNC(=O)CN2CCCC2)cc1	30%	0%	1.8%	-4%	-1%	11%	-3%	.	.	-4.3%
CCNC(=O)COC(=O)c1ccc(NS(=O)(=O)c2ccc3c(c2)OCCO3)cc1	4%	14%	-1.2%	-5%	-9%	-3%	5%	-18	773	-7.1%
O=C(c1nc2ccc(Cl)cn2c1CN1CCC(CO)CC1)N1CCc2ccccc2C1	5%	3%	.	-6%	.	.	4%	-4	821	.
CC(C)=C1C2CCC1C1C(=O)N(NC(=O)COc3ccc(Cl)c(C)c3)C(=O)C21 (stereo unspecified)	3%	-8%	-2.3%	2%	-2%	3%	-2%	-1	813	-2.5%
CN1CCN(S(=O)(=O)c2ccc(Cl)s2)CC1	-2%	-8%	.	0%	.	.	-1%	-20	717	.
CC(C)=CCN1CCN(CCCc2ccccc2)CC1CCO (stereo unspecified)	-6%	-28%	.	-12%	.	.	-3%	7	799	.
CC1Cc2ccccc2N1C(=S)NC(=O)c1ccc(Cl)cc1Cl (stereo unspecified)	0%	-2%	-1.4%	1%	-2%	8%	5%	4	612	-3.2%
O=C(Cc1ccccc1)Nc1nnc(-c2ccco2)o1	31%	-4%	.	-3%	0%	0%	6%	-4	728	-3.9%

Single entries from above.
CN1CCN(S(=O)(=O)c2ccc(Cl)s2)CC1 in AID2073 reads -2%
Cc1cc(C)nc(N/N=C/c2ccccc2Cl)n1 in Siah-1 displacement reads 0%
Clc1ccc(-n2cccc2)cn1 in M1AAP inhibition reads 0%
C/C(=N\Nc1cc(N2CCOCC2)ncn1)c1ccc(O)cc1 in Siah-1 displacement reads 10%
